# Screening results (PubChem BioAssay)
# PPARg SRC1 recr: agonists of human PPARgamma SRC-1 coactivator recruitment. P37231. PPARgamma-SRC-1 coactivator recruitment biochemical assay. activation, % at 8 µM. 200,000 tested, 0.41% active. AID 631; in the data active means activation above about 19%;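 further: 0% = DMSO and 100% = reference agonist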
# Target sequence (P37231 whole entry, looked up): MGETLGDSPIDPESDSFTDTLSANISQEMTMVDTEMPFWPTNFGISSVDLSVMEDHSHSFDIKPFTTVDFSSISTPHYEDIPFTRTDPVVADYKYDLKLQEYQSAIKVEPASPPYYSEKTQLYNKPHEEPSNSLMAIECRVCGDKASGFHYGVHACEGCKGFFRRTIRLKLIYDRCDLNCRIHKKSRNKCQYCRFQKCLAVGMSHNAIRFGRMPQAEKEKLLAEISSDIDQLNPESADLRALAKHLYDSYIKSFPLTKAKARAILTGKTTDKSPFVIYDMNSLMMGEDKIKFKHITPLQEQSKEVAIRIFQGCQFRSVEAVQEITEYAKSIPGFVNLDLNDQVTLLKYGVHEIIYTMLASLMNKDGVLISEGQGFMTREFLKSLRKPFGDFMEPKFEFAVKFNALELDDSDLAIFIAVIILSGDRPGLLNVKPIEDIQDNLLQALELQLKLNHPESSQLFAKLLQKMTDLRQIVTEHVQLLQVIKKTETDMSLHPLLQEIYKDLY
# PPARg SRC2 recr: promotes SRC-2 coactivator recruitment by human PPARgamma; PPARgamma LBD-SRC-2 recruitment, biochemical; activation, % at 8 µM; 200,000 tested, 0.34% active; in the data active means activation above about 22%;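 further: 0% = vehicle and 100% = reference agonist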
# Efa HMGR inh: E. faecalis class II HMG-CoA reductase inhibition; purified E. faecalis HMGR, NADPH absorbance 340 nm kinetic; inhibition, % at 10 µM; 190,000 tested, 0.41% active; AID 1066;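 active means inhibition above a set limit, the median over all tested compounds plus 3 SD, cut at about 9.5% in these data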;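 further: enzyme runs in reverse so mevalonate oxidation gives rising NADPH absorbance; 0% = complete reaction with DMSO and 100% = background rate lacking mevalonate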
# TR-FRET SRC-2 ct: counter-screen for PPARgamma SRC-2 recruitment agonists: TR-FRET artefact | 200,000 tested, 0.4% active | AID 1049 | TR-FRET ratio at 8 µM | active compounds read high; in the data active means TR-FRET ratio above about 2000; further: inactives centre near 1500; reference of the scale not given here
# Lmaj promast: inhibitors of Leishmania major promastigote growth | Leishmania major promastigotes, resazurin fluorescence viability | inhibition, % at 10 µM | AID 1063 | 200,000 tested, 9% active; in the data active means inhibition above about 50%;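 further: promastigotes grown with compound for 44 hours at 28 °C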
# ROMK primary: modulates human ROMK potassium channel activity | Tet-inducible ROMK, thallium flux fluorescence; actives lie on both sides | B-score at 10 µM | AID 1918 | 130,000 tested, 2% active | P48048;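 active means signal ratio slope over the read window, or its plate-corrected B-score, at least 3 SD from the plate mean, either direction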;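 further: B-score of the F/F0 ratio slope over 7 to 12 s after thallium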
# Target sequence (P48048 whole entry, looked up): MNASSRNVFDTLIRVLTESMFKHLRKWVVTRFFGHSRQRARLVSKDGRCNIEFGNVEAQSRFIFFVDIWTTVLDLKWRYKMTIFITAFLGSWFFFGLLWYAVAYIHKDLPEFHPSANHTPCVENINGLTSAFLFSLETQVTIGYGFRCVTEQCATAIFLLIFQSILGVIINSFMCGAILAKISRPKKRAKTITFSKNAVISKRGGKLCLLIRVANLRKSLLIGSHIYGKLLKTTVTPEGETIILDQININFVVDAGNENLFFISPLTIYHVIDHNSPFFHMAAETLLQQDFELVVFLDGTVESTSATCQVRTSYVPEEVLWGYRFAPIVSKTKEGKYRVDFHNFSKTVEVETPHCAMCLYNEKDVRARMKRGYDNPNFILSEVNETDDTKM
# S1P3 antag: S1P3 (human) receptor antagonism | CHO S1P3 NFAT-BLA reporter, FRET fluorescence, antagonist mode | inhibition, % at 4.98 µM | 170,000 tested, 0.27% active | AID 485;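 active means inhibition above the plate cutoff, the mean inhibition of test wells on that plate plus 3 SD, cut at about 28% in these data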;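 further: cells challenged with S1P at its EC80 of 0.8 µM; blue over green emission ratio from cleaved BLA substrate after 4 h stimulation; 0% = S1P-stimulated wells and 100% = unstimulated DMSO-only wells; some compounds past the cut are filed as inactive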
# RAM inhibit: yeast RAM network inhibition. S. cerevisiae dse1pr::URA3 reporter, 5-FOA growth OD615, 2 d; analog-sensitive cbk1-as2 kinase mutant strain. inhibition, % at 50 µM. 190,000 tested, 1.8% active;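 active means inhibition above a set limit, 3 SD over mean compound inhibition, cut at about 8.4% in these data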;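 further: 0% = DMSO-only wells with no growth and 100% = 10 µM 1-NA-PP1 full growth; inhibition rescues growth on 5-FOA so higher OD means more RAM inhibition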
# bIAP inhibitor: blocks bovine intestinal alkaline phosphatase activity; purified bovine IAP, CDP-star luminescence, 30 min; inhibition, % at 20 µM; 190,000 tested, under 10 active;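 active means over 50% inhibition of intestinal alkaline phosphatase at 20 µM in the single-dose screen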
#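 Assay system – bovine IAP enzyme · Quantity – bovine IAP at 1/65,000,000 final dilution · Detection – CDP-star luminescence signal · Times – 30 min reaction at room temperature · Also added – CDP-star substrate at 30 µM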
# Redox H2O2 prof: compounds producing H2O2 with reducing agent – biochemical, NIH compound library profiling, artefact control for MLSCN library redox annotation, primary screen | activation, % at 10 µM | 200,000 tested, 0.03% active | DTT-dependent redox cycling H2O2, phenol red/HRP absorbance; 100% = 100 µM peroxide control, 0% = buffer;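 active means activation of at least 50% relative to the plate's high and low controls in the primary single-dose screen; inactive means activation below 50%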;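 further: compound incubated with DTT at 0.8 mM final as the reducing agent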
# PPARg SRC-3 ag: PPARgamma-driven SRC-3 recruitment agonism; biochemical PPARgamma/SRC-3 coactivator recruitment assay; activation, % at 8 µM; 200,000 tested, 0.26% active; AID 731; in the data active means activation above about 23%;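 further: 0% = DMSO and 100% = reference agonist; some compounds past the cut are filed as inactive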
# Starred values were filed as active, the others as inactive; . = not tested or not shown; & = joins results of further samples.
# Values in the order – PPARg SRC1 recr	PPARg SRC2 recr	Efa HMGR inh	TR-FRET SRC-2 ct	Lmaj promast	ROMK primary	S1P3 antag	RAM inhibit	bIAP inhibitor	Redox H2O2 prof	PPARg SRC-3 ag
- O=C(NC1CCC(C(=O)O)CC1)OCc1ccccc1 (stereo not drawn)
  -6&-4	-1&0	-9&-3	1818&1534	-5&-2	0.011&0.33	7	2.4&-0.4	6&8	3.0&0.2	-4&2
- CCOC(=O)c1c(C)n(C)c2cc(-c3cccc(C(F)(F)F)c3)c(O)cc12
  0	14	-2	1614	3	0.066	-3	2.6	1	-0.4	4
- CSCCC(NC(=O)/C(=C\c1ccc(Cl)cc1)NC(=O)c1ccccc1)C(=O)O (stereo not drawn)
  -5	2	-2	1338	8	-0.18	1	-0.4	-21	-0.3	-1
- O=C(c1ccc(S(=O)(=O)N2CCOCC2)cc1)N(c1ccccc1)C1C=CS(=O)(=O)C1 (stereo not drawn)
  4	6	-6	1461	-2	0.43	0	0.0	0	-0.3	12
- CC(=O)N(Cc1ccc(F)cc1)Cc1nc2ccccc2c(=O)[nH]1
  -13	3	6	1510	-12	-0.072	-30	2.6	-1	0.2	3
- COc1cccc(N/N=C(\C#N)S(=O)(=O)C(C)(C)C)c1
  2	-3	0	1637	-5	-0.76	-1	1.2	9	-0.9	1
- COc1ccc(/C=N/NC(=O)c2nn(-c3ccccc3)c(=O)c3c(N)scc23)cc1
  11	14	0	1508	83*	.	.	6.9	3	-4.4	15
- Cc1cccc(C)c1NC(=S)N1CCCN(Cc2ccc(F)cc2)C1
  3	-1	-3	1629	73*	.	-6	0.2	16	-1.1	2
- COc1ccc(CNC(=O)CCCc2ccccc2)cc1
  3	-3	0	1457	-9	-0.66	-4	1.9	-12	-0.1	0
- CC(=O)N1CCc2cc(S(=O)(=O)NC(CC(C)C)C(=O)Nc3cc(C(=O)O)ccc3C)ccc21 (stereo not drawn)
  0	8	2	1514	-4	.	-24	-0.3	0	0.1	-2
- COc1ccc(-c2nn(-c3ccccc3C)cc2CNC(C)c2cn(C)nc2C)cc1F (stereo not drawn)
  -1	3	0	1755	1	-0.75	-2	0.6	-11	-0.2	3
- CC(C)n1nnnc1-c1cc(Cl)cc(Cl)c1
  -4	-6	-1	1353	3	0.077	.	0.0	2	-3.6	-11
- OC(COc1ccccc1)Cn1cc(Br)cn1 (stereo not drawn)
  7	4	-1	1605	-7	0.27	.	3.5	0	-0.7	-4
- COc1cccc(-n2c(SCC(=O)N3CCc4ccccc43)nnc2-c2c[nH]c3ccccc23)c1
  -3	-10	-7	1384	-7	-0.97	3	5.8	-10	0.7	-3
- CC(C)OC(=O)CCCN1C(=O)c2ccc(N)cc2C1=O
  9	23*	-13	1654	-1	-0.017	-15	1.2	3	-0.5	13
- Cc1nn(-c2ccccc2)c2c1C1(C(=O)N(C)c3ccccc31)N(c1ccccc1)C(=O)N2 (stereo not drawn)
  8	0	-2	1476	13	0.73	-36	0.1	-8	0.0	2
- Cc1csc(NC(=O)CN(C)S(=O)(=O)c2cccc3cccnc23)n1
  3	2	-2	1618	0	.	4	0.9	5	-3.1	4
- CCn1nnnc1NCc1c(OC)ccc2ccccc12
  -4	1	0	1506	-5	1.3	10	0.3	-4	-0.6	2
- NC1=NC(=O)/C(=C/c2c(OS(=O)(=O)c3ccc(Cl)cc3)ccc3ccccc23)S1
  9	-6	-7	1741	61*	1.1	-9	6.7	4	1.2	2
- COc1ccccc1Nc1nc(-c2ccccc2)nc2ccccc12
  -2	-3	-9	1452	45	-0.43	-11	-0.5	1	-0.4	3
- O=C1CN=C(Nc2ccccc2Cl)N1Cc1ccc2c(c1)OCO2
  3	1	3	1578	-5	.	.	2.2	9	0.4	-5
- CCN1C(=O)N(CC)C2NC(=S)NC21 (stereo not drawn)
  2	5	-3	1640	-2	0.43	.	0.1	1	-0.3	-4
- Cc1nc(SCCCSc2n[nH]c(C)n2)n[nH]1
  -6	-4	-8	1533	-12	0.76	-1	0.1	11	2.3	-14
- COc1cccc(NC(=O)C(NCC(C)(C)CN(C)C)c2ccccc2)c1 (stereo not drawn)
  3	3	-7	1615	0	0.41	.	0.4	-25	-1.6	-6
- CC(NC(=O)CCN1N=C(c2ccccc2)CCC1=O)c1ccc2c(c1)OCCO2 (stereo not drawn)
  7	8	-4	1747	5	-1.2	-10	1.7	2	-1.1	9
- CC1(C(=O)O)CCC(C(=O)NC2CCCCCC2)C1(C)C (stereo not drawn)
  3	0	-2	1778	-2	-0.29	.	1.5	-1	-0.9	7
- CCC(C(=O)NC1CCCC1)N(C(=O)Cn1nnc(-c2cccs2)n1)c1cnc2ccccc2c1 (stereo not drawn)
  -1	2	-8	1561	-4	.	.	3.6	8	2.4	5
- CCCOc1ccc(N2C(=O)CC(NCCCN3CCC(C(N)=O)CC3)C2=O)cc1 (stereo not drawn)
  3	-1	.	1664	-3	.	-29	.	.	0.8	2
- CC1Cc2ccccc2N1C(=O)CSc1ncc(-c2ccc(F)cc2)n1C (stereo not drawn)
  -4	-4	-7	1368	-2	.	-4	-0.5	10	0.3	2
- CCN(CC)CCCNC(=O)C1c2ccccc2C(=O)N(C)C1c1ccc(OC)cc1 (stereo not drawn)
  5	-3	0	1655	-2	.	.	1.1	-5	-1.9	5

# The final 2 records of the part before come first, to join the parts.
# Values in the order – PPARg SRC1 recr	PPARg SRC2 recr	Efa HMGR inh	TR-FRET SRC-2 ct	Lmaj promast	ROMK primary	S1P3 antag	RAM inhibit	bIAP inhibitor	Redox H2O2 prof	PPARg SRC-3 ag
- CC1Cc2ccccc2N1C(=O)CSc1ncc(-c2ccc(F)cc2)n1C (stereo not drawn)
  -4	-4	-7	1368	-2	.	-4	-0.5	10	0.3	2
- CCN(CC)CCCNC(=O)C1c2ccccc2C(=O)N(C)C1c1ccc(OC)cc1 (stereo not drawn)
  5	-3	0	1655	-2	.	.	1.1	-5	-1.9	5
- Cc1cc(C)nc(NS(=O)(=O)c2ccc(NC(=O)c3cccs3)cc2)n1
  -1	-7	-5	1464	-3	1.5	.	2.1	5	0.1	-2
- Cc1cccc(CSc2ncnc3nc[nH]c23)c1
  6	2	1	1634	-12	.	7	-0.1	-51	-2.5	4
- Cc1cc(C)n(-c2cc(C(=O)O)cc(C(=O)O)c2)n1
  -8	-10	-5	1370	3	0.024	-8	0.7	5	-0.9	-5
- O=C(COC(=O)CC(c1ccccc1)c1ccccc1)NCc1ccccc1
  -5	-4	-1	1334	0	0.43	5	6.2	-11	-0.1	-3
- O=C(NC1(C(F)(F)F)NC(=O)N(c2ccc(F)cc2)C1=O)c1cccs1 (stereo not drawn)
  2	7	-4	1558	0	.	-2	1.4	-4	0.0	1
- CCN(C(=O)CSc1nc2ccccc2c(=O)n1C(C)COC)C1CCS(=O)(=O)C1 (stereo not drawn)
  3	-7	-1	1554	0	0.49	-13	0.8	-13	0.0	-2
- COc1ccc(-c2coc3cc4oc(=O)cc(C)c4cc23)cc1F
  2	-2	-1	1367	-2	.	.	3.5	11	3.4	-3
- Cc1cc(Cl)ccc1NC(=O)NC1CCN(S(=O)(=O)c2ccc(F)cc2)CC1
  -4	1	0	1421	10	.	.	2.1	13	0.4	-4
- O=S(=O)(c1ccccc1S(=O)(=O)N1CCCCC1)N1CCCCC1
  5	0	-3	1727	5	.	.	2.9	3	1.2	8
- COCCNC(=O)c1onc(CSc2cccc(OC)c2)c1C(=O)O
  1	11	4	1739	-5	-0.17	.	2.2	5	-10	4
- CCCn1c2c(c(O)c(C(=O)Nc3ccccc3)c1=O)CCCC2
  7	7	2	1515	-4	.	-18	12*	45	0.4	1
- O=C(N/N=C/c1ccncc1)/C(=C/c1ccccc1)NC(=O)c1ccccc1
  0	0	-9	1580	-4	.	.	1.1	-7	13	-1
- O=C(Nc1ccnc(-c2ccncc2)n1)C1CC1
  11	10	-6	1759	7	0.39	1	0.4	21	-2.0	5
- CC(C)CN1CCN(Cc2ccc3ncccc3c2)CC1CCO (stereo not drawn)
  9	-2	-5	1797	5	2.1	1	2.0	-2	0.1	3
- C=CCc1cc(Cl)ccc1OCCCNCCO
  7	1	-2	1528	98*	.	3	1.0	-14	-0.5	0
- O=C(O)c1cc(-c2ccccc2)c(N2CCOCC2)s1
  3	5	1	1644	-8	.	-46	1.9	9	0.2	-2
- COc1cccc(C(=O)C2CCCN(Cc3cccn3-c3cccnc3)C2)c1 (stereo not drawn)
  12	4	-5	1637	89*	-2.9*	-7	-0.8	-1	-9.9	8
- Cc1cccc(/N=C/c2c(O)n(Cc3ccc4c(c3)OCO4)c(=O)c3ccccc23)n1
  2	-2	2	1320	10	0.11	-4	3.4	-6	0.2	-2
- Cc1ccc(SCCCn2cnc3ccccc3c2=O)cc1
  -3	2	0	1721	-4	.	.	0.5	-1	-4.9	11
- O=C(CNc1ccc(Br)cc1)NNC1=NCCC1
  -10	6	-5	1396	-1	-0.46	-5	-0.3	-1	0.2	-3
- COc1ccc(OC)c(/C=N/NC(=O)C(=O)N2CCCC2)c1
  -2	4	4	1364	-4	-0.49	-12	-1.1	6	-0.8	5
- CC(=O)Nc1ccccc1N(C)S(=O)(=O)c1ccc(C)cc1
  -2	-3	0	1521	-6	.	-18	2.5	7	0.2	-7
- Cc1ccc(Cl)cc1NC(=O)CCN1C(=O)C2C3CCC(C3)C2C1=O (stereo not drawn)
  0	10	-5	1707	-5	0.59	-3	-0.1	-19	-0.1	4
- COc1cccc(NC(=O)C(C)SCc2ccccc2)c1 (stereo not drawn)
  3	5	-5	1593	5	-1.4	7	0.1	2	-0.4	1
- O=C(COC(=O)/C=C/c1ccccc1[N+](=O)[O-])NC1CCS(=O)(=O)C1 (stereo not drawn)
  2	5	0	1635	-7	-0.046	4	0.1	-13	-0.1	4
- CC(=O)c1ccc(NC(=O)C(NC(=O)c2ccccc2)=C(C)C)cc1
  4	4	0	1651	-2	2	-12	0.4	-2	-0.4	1
- CCNS(=O)(=O)c1ccc(CCC(=O)Nc2ccccc2C(=O)OC)cc1
  4	5	-1	1574	42	-0.69	1	1.7	38	0.5	1
- CCSc1ncnc2sc(C)c(C)c12
  4	3	-2	1601	-2	-1.8	-5	0.0	-2	-0.1	5
- CC(C)C12CN3CCN(CC(C3)/C1=N\NC(=O)Nc1ccccc1)C2
  4	-5	1	1462	43	.	0	1.0	11	-0.2	-4
- CCOC(=O)Nc1ccc2c(c1)nc(CN1CCN(C(C)=O)CC1)n2C
  2	2	-3	1627	0	.	2	1.3	3	0.7	-1
- O=C(c1nc2ccccn2c1CNCCOc1cccnc1)N1CCOCC1
  7	2	-3	1672	-4	-0.58	-21	-0.1	-13	5.1	4
- CCOc1ccccc1-n1c(SCC(=O)N2CCCc3ccccc32)nnc1-c1cccnc1
  3	3	0	1561	53*	-0.023	1	2.7	-4	-0.1	-5
- CCN(CC)c1nc(-c2nn[nH]n2)nc(N(CC)CC)n1
  -2	0	1	1417	21	.	-20	-1.6	8	-2.2	-1
